KCNQ2 block: KCNQ2 potassium channel inhibitors, primary screen, cell-based, CHO-K1, FluxOR thallium flux, B-score (AID 2156). 310,000 compounds, 1.1% hits. B-score at 10 µM. Potassium voltage-gated channel subfamily KQT member 2 (Rattus norvegicus), O88943. 20 min; stronger effect = lower value;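 active = fluorescence ratio B-score at most minus 3 library SDs, with starting brightness B-score within 2 library SDs, cut at about -5.5 in these data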
CHT block: inhibitors of human choline transporter CHT | CHT-expressing cells, membrane potential dye, choline response; stronger effect = lower value | B-score at 10 µM | 310,000 compounds, 0.86% hits;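 active = B-score over 3 SD under the library average, and starting fluorescence ratio not unusually high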;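 note: choline stimulus applied at its EC90 after an EC20 pre-addition; B-score computed on integrated fluorescence ratio after choline addition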
Target sequence (Q9GZV3 whole entry, looked up): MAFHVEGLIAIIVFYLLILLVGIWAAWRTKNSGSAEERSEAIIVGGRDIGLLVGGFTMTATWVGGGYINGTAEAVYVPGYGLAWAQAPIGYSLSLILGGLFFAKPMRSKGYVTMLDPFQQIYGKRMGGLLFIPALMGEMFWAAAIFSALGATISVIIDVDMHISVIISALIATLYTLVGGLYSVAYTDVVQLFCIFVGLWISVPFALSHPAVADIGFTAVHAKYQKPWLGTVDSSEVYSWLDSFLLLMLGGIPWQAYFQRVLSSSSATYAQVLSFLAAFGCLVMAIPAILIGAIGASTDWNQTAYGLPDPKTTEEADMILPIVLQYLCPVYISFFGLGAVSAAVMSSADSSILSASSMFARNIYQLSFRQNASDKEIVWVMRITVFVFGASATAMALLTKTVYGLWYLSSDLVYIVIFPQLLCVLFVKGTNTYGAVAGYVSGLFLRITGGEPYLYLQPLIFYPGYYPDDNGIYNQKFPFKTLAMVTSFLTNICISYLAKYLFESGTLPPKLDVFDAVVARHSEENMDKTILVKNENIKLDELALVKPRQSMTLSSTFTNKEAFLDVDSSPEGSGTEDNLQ
Kir21 block: inhibitors of mouse Kir2.1 inward-rectifier potassium channel | AID 1672, 2009 | 310,000 compounds, 0.85% hits | Inward rectifier potassium channel 2 (Mus musculus), P35561 | HEK293-Kir2.1, FluxOR thallium flux fluorescence; stronger effect = lower value | B-score at 10 µM;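 active = fluorescence ratio B-score at or below minus 3 SD of library scores, with starting-brightness B-score within 2 SD, cut at about -4.2 in these data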;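 note: channel flux triggered by added potassium and thallium sulfate stimulus; B-score of peak minus minimum fluorescence over baseline after thallium stimulus; more negative B-score means stronger Kir2.1 block with less thallium influx; some compounds called inactive have numbers as strong as hits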
Target sequence (P35561 whole entry, looked up): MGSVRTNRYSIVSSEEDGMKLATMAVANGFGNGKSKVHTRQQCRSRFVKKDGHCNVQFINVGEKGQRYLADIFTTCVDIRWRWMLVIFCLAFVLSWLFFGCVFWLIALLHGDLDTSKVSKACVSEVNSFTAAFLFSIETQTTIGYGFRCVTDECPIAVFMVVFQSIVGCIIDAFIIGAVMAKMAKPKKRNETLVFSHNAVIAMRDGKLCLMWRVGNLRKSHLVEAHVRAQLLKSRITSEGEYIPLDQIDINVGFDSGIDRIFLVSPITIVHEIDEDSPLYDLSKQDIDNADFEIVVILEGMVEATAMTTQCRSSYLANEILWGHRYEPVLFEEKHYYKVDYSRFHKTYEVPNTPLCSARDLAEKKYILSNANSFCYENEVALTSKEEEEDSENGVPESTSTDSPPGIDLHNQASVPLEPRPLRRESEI
* marks the source's active call; other numbers are inactive results.

Results for COc1ccc(C(=O)NC(C)c2nnc(SCC(=O)NC3CCCC3)n2C)cc1 (stereo unspecified) ?
KCNQ2 block: inactive; CHT block: inactive; Kir21 block: 1.8

How did CCCCS(=O)(=O)N1CCCC(C(=O)N2CCOCC2)C1 (stereo unspecified) do in these assays?
KCNQ2 block: inactive; CHT block: inactive; Kir21 block: 0.29

Results for CC(C)Nc1nc(NC(C)C)nc(NS(=O)(=O)c2ccc(N)cc2)n1 ?
KCNQ2 block: inactive; CHT block: inactive; Kir21 block: -0.04

What do the screens show for `Cn1nccc1C(=O)Nc1sc2c(c1C(N)=O)CCCC2`?
KCNQ2 block: inactive; CHT block: inactive; Kir21 block: -0.4

What do the screens show for `COc1cccc(CCNC(=O)C2CCC(=O)N(C3CC3)C2)c1OC` (stereo unspecified)?
KCNQ2 block: inactive; Kir21 block: -0.26

How did COc1ccc(N=C2SCC(=O)N2CCc2ccc(OC)c(OC)c2)cc1 do in these assays?
KCNQ2 block: inactive; CHT block: inactive; Kir21 block: -0.83

How did COc1ccccc1N1CCN(/N=C/c2ccc(OC)c(OC)c2OC)CC1 do in these assays?
KCNQ2 block: inactive; CHT block: inactive; Kir21 block: 1.8

Results for Cc1cc(Br)cc(Cl)c1OCC(=O)NC(=O)NCc1ccccc1 ?
KCNQ2 block: inactive; CHT block: inactive; Kir21 block: -0.45

How did CC(C)(C)n1nnnc1C(c1cccs1)N1CCN(Cc2ccc3c(c2)OCO3)CC1 (stereo unspecified) do in these assays?
KCNQ2 block: inactive; CHT block: inactive; Kir21 block: -0.55

What do the screens show for `COc1ccc(NC(=O)c2ccccc2N(Cc2ccccc2)S(C)(=O)=O)cc1OC`?
KCNQ2 block: inactive; CHT block: inactive; Kir21 block: 0.8

How did Cc1ccc(S(=O)(=O)N2CC(=O)Nc3ccccc32)c(C)c1NS(C)(=O)=O do in these assays?
KCNQ2 block: inactive; CHT block: inactive; Kir21 block: -0.77

Results for O=C(CC1C(=O)NCCN1Cc1cccc(F)c1)NCCCCCN1CCOCC1 (stereo unspecified) ?
KCNQ2 block: inactive; CHT block: inactive; Kir21 block: -1

How did CC(=O)Oc1ccccc1C(=O)NC(C)CCc1ccccc1 (stereo unspecified) do in these assays?
KCNQ2 block: inactive; CHT block: inactive; Kir21 block: -0.94

How did CCOc1cccc(CNCc2cccnc2)c1OCc1ccccc1 do in these assays?
KCNQ2 block: inactive; CHT block: inactive; Kir21 block: -7.5*

What do the screens show for `Cc1onc(-c2c(F)cccc2Cl)c1C(=O)NCc1cccs1`?
KCNQ2 block: inactive; CHT block: inactive; Kir21 block: -0.05

How did CN(C)c1ccc(NC(=S)NC23CC4CC(CC(C4)C2)C3)cc1 do in these assays?
KCNQ2 block: inactive; CHT block: inactive; Kir21 block: 0.6

What do the screens show for `O=C1COc2ccc(S(=O)(=O)NCc3ccccc3)cc2N1`?
KCNQ2 block: inactive; CHT block: inactive; Kir21 block: -0.84

What do the screens show for `COc1ccc2c(c1OC)C(=O)O[C@@H]2[C@H]1c2c(cc3c(c2OC)OCO3)CCN1C`?
KCNQ2 block: inactive; CHT block: inactive; Kir21 block: 0.81

What do the screens show for `COc1ccc(C(C)(C)C)cc1NC(=O)CCNC(=O)c1ccco1`?
KCNQ2 block: inactive; CHT block: inactive; Kir21 block: 1.6

Results for NC(=O)CC(NC(=O)Cc1cccc2ccccc12)c1ccc(N2CCC(N3CCCC3)CC2)c([N+](=O)[O-])c1 (stereo unspecified) ?
KCNQ2 block: inactive; CHT block: inactive; Kir21 block: -0.18

How did Cc1cccc(SCC(=O)Nc2ccc3c(c2)OCCO3)c1 do in these assays?
KCNQ2 block: inactive; CHT block: inactive; Kir21 block: -0.31

How did CCOC(=O)C1(CCCc2ccccc2)CCN(C(=O)CCOC)CC1 do in these assays?
KCNQ2 block: inactive; CHT block: inactive; Kir21 block: 1.5

Results for CC(C)Oc1ccc(N2CC(C(=O)Nc3ccccc3C(=O)NC3CC3)CC2=O)cc1 (stereo unspecified) ?
KCNQ2 block: inactive; CHT block: inactive; Kir21 block: 0.69

What do the screens show for `[O-]/C(=C(\C(=S)Nc1cccc2ccccc12)[n+]1ccccc1)c1ccc(Cl)s1`?
KCNQ2 block: inactive; CHT block: inactive; Kir21 block: -0.18

How did O=C(COc1ccccc1C(=O)NCc1ccncc1)Nc1ccc(Br)cc1 do in these assays?
KCNQ2 block: inactive; CHT block: inactive; Kir21 block: -0.61

Results for Cc1cc(Cl)ccc1NNC(=O)c1cccs1 ?
KCNQ2 block: inactive; CHT block: inactive; Kir21 block: 2.1

How did Cc1nc2ccc3nc(NC(=O)c4ccc5c(c4)OCCO5)sc3c2s1 do in these assays?
KCNQ2 block: inactive; CHT block: inactive; Kir21 block: -0.12

Results for O=C(Nc1ccc(F)c(F)c1)C1=COCCO1 ?
KCNQ2 block: inactive; CHT block: inactive; Kir21 block: -1.1

Results for COc1ccc(NC(=O)NNC(=O)C(C)Oc2ccc3ccccc3c2)cc1 (stereo unspecified) ?
KCNQ2 block: inactive; CHT block: inactive; Kir21 block: 0.01

Results for COc1c(C)cc(C(=O)C2CCCN(C(=O)c3cc(C4CC4)[nH]n3)C2)cc1C (stereo unspecified) ?
KCNQ2 block: inactive; CHT block: inactive; Kir21 block: -2.4

How did O=C(Nc1ccsc1C(=O)N1CCCC1)c1ccccc1 do in these assays?
KCNQ2 block: inactive; CHT block: inactive; Kir21 block: 0.1

How did Cc1ccsc1/C=N/Nc1ccc(C(=O)O)cc1 do in these assays?
KCNQ2 block: inactive; CHT block: inactive; Kir21 block: 1.2

What do the screens show for `Cc1cc(=O)n2[nH]c(-c3ccc(F)cc3)nc2n1`?
KCNQ2 block: inactive; CHT block: inactive; Kir21 block: 0.2

Results for Cc1cc(C)n(-c2ccc(Cl)c(C(=O)Nc3ccc(-c4nnc5n4CCCCC5)cc3)n2)n1 ?
KCNQ2 block: inactive; CHT block: inactive; Kir21 block: 0.46

Results for CCn1c(SCC(=O)N2CCCC2)nnc1-c1ccc(S(=O)(=O)N2CCCCCC2)cc1 ?
KCNQ2 block: inactive; CHT block: inactive; Kir21 block: -0.54

What do the screens show for `CCCCN(CC)C(=O)Cn1ncc2c1-c1cc(C)ccc1OC2`?
KCNQ2 block: inactive; CHT block: inactive; Kir21 block: -0.37

What do the screens show for `O=c1c2ccccc2n2c(-c3ccc(C(F)(F)F)cc3)nnc2n1Cc1ccccc1`?
KCNQ2 block: inactive; CHT block: inactive; Kir21 block: 3.1

What do the screens show for `Cc1ccc(CN2CCN(C3CSCCSC3)CC2CCO)cc1` (stereo unspecified)?
KCNQ2 block: inactive; CHT block: inactive; Kir21 block: -1.9

What do the screens show for `O=C(C1CCC(CNc2c(N3CCCC3)c(=O)c2=O)CC1)N1CCc2ccccc21` (stereo unspecified)?
KCNQ2 block: inactive; CHT block: inactive; Kir21 block: -0.44

How did COc1ccc(CN2CCN(Cc3ccc(C)cc3)CC2)c(OC)c1 do in these assays?
KCNQ2 block: inactive; CHT block: inactive; Kir21 block: 0.74

Reprinted at random: 2 entries already listed
What do the screens show for `CCCCN(CC)C(=O)Cn1ncc2c1-c1cc(C)ccc1OC2`?
KCNQ2 block: inactive; CHT block: inactive; Kir21 block: -0.37

What do the screens show for `O=c1c2ccccc2n2c(-c3ccc(C(F)(F)F)cc3)nnc2n1Cc1ccccc1`?
KCNQ2 block: inactive; CHT block: inactive; Kir21 block: 3.1

Part of the list above in order of SMILES length, descending:
Results for CC(C)Oc1ccc(N2CC(C(=O)Nc3ccccc3C(=O)NC3CC3)CC2=O)cc1 (stereo unspecified) ?
KCNQ2 block: inactive; CHT block: inactive; Kir21 block: 0.69

What do the screens show for `O=C(C1CCC(CNc2c(N3CCCC3)c(=O)c2=O)CC1)N1CCc2ccccc21` (stereo unspecified)?
KCNQ2 block: inactive; CHT block: inactive; Kir21 block: -0.44

How did Cc1nc2ccc3nc(NC(=O)c4ccc5c(c4)OCCO5)sc3c2s1 do in these assays?
KCNQ2 block: inactive; CHT block: inactive; Kir21 block: -0.12

How did CCOC(=O)C1(CCCc2ccccc2)CCN(C(=O)CCOC)CC1 do in these assays?
KCNQ2 block: inactive; CHT block: inactive; Kir21 block: 1.5

What do the screens show for `CCCCN(CC)C(=O)Cn1ncc2c1-c1cc(C)ccc1OC2`?
KCNQ2 block: inactive; CHT block: inactive; Kir21 block: -0.37

Further compounds
How did CC(=O)c1[nH]c(C)c(C(=O)N2CCCC(Nc3cccc(F)c3)C2)c1C (stereo unspecified) do in these assays?
KCNQ2 block: inactive; CHT block: inactive; Kir21 block: -0.06

How did Cn1c(-c2cccc(Br)c2)cnc1NCc1ccccc1O do in these assays?
KCNQ2 block: inactive; CHT block: inactive; Kir21 block: -6.2*

What do the screens show for `CC(=O)C1=C(C)NC(SCSc2ccccc2)=C(C#N)C1c1cccnc1` (stereo unspecified)?
KCNQ2 block: inactive; CHT block: inactive; Kir21 block: 0.25

How did CCOc1ccc(/C=N/NC(=O)C(C)N(c2ccc(OC)cc2)S(C)(=O)=O)cc1OCC (stereo unspecified) do in these assays?
KCNQ2 block: inactive; CHT block: inactive; Kir21 block: -0.12

What do the screens show for `O=C(CC(SCc1ccco1)c1ccc(O)cc1)c1cccs1` (stereo unspecified)?
KCNQ2 block: inactive; CHT block: inactive; Kir21 block: -4.8*

How did CC(=O)c1ccc(-c2ccccc2OC(F)(F)F)o1 do in these assays?
KCNQ2 block: inactive; CHT block: inactive; Kir21 block: -1

How did CCOC(=O)C1(CCCc2ccccc2)CCN(Cc2ccn[nH]2)CC1 do in these assays?
KCNQ2 block: inactive; CHT block: inactive; Kir21 block: -2

Results for O=C(NCCCCC(NC(=O)C1CCCCC1)C(=O)O)c1ccccc1 (stereo unspecified) ?
KCNQ2 block: inactive; CHT block: inactive; Kir21 block: 0.08

What do the screens show for `NN(CCO)C(=S)Nc1ccc(Cl)cc1`?
KCNQ2 block: inactive; CHT block: inactive; Kir21 block: 0.28

Results for CC(C(=O)Nc1ccon1)N1C(=O)c2ccccc2S1(=O)=O (stereo unspecified) ?
KCNQ2 block: inactive; CHT block: inactive; Kir21 block: 1.1

What do the screens show for `COCCCNC(=O)C1CCCN(S(=O)(=O)c2ccc(C)cc2)C1` (stereo unspecified)?
KCNQ2 block: inactive; CHT block: inactive; Kir21 block: -1.1

What do the screens show for `O=C(Nc1ccc(F)cc1F)c1ccc2c(c1)[nH]c(=O)n2Cc1ccc(F)cc1`?
KCNQ2 block: inactive; CHT block: inactive; Kir21 block: -1.3

What do the screens show for `Cc1ccc(CNC(=O)CCc2ccccc2)cc1`?
KCNQ2 block: inactive; CHT block: inactive; Kir21 block: -0.13

How did CCN(CC)C1CCS(=O)(=O)C1 (stereo unspecified) do in these assays?
KCNQ2 block: inactive; CHT block: inactive; Kir21 block: 0.75

Results for CCc1sc(C(=O)NCCc2ccc(S(N)(=O)=O)cc2)cc1C ?
KCNQ2 block: inactive; CHT block: inactive; Kir21 block: 0.69

Results for CN(C)S(=O)(=O)c1cc(NC(=O)COC(=O)C2COc3ccccc3O2)ccc1Cl (stereo unspecified) ?
KCNQ2 block: inactive; CHT block: inactive; Kir21 block: -0.01

Results for CCOc1ccccc1OCCOc1ccccc1OC(C)C ?
KCNQ2 block: inactive; CHT block: inactive; Kir21 block: -4.9*

Results for CCOc1ccc(C(=O)NC(=S)N2CCN(c3ccc(C(F)(F)F)cc3[N+](=O)[O-])CC2)cc1 ?
KCNQ2 block: inactive; CHT block: inactive; Kir21 block: -0.02

Results for CCOC(=O)c1ccccc1NC(=O)c1cncc(Br)c1 ?
KCNQ2 block: inactive; Kir21 block: -0.07

Results for COc1ccc(N2CC(O)=C(c3nc4ccccc4s3)C2=N)c(OC)c1 ?
KCNQ2 block: inactive; CHT block: inactive; Kir21 block: -0.14

What do the screens show for `COc1ccccc1CCC(=O)OCC(=O)Nc1ccc(C(N)=O)cc1`?
KCNQ2 block: inactive; CHT block: inactive; Kir21 block: 0.99

What do the screens show for `CCn1c2ccccc2n2c(=O)c(=O)n(CC(=O)N3CCN(c4ccccc4OC)CC3)nc12`?
KCNQ2 block: inactive; CHT block: inactive; Kir21 block: 0.02

Results for O=C(Nc1ccc(N2CCOCC2)cc1)c1ccc(Br)o1 ?
KCNQ2 block: inactive; CHT block: inactive; Kir21 block: 0.86

What do the screens show for `CCN(CC)c1ccc(NC(=O)c2c(C)noc2C)cc1`?
KCNQ2 block: inactive; CHT block: inactive; Kir21 block: -0.11

How did CSc1ncccc1C(=O)N1CCCC(N2CCN(c3ccccc3F)CC2)C1 (stereo unspecified) do in these assays?
KCNQ2 block: inactive; CHT block: inactive; Kir21 block: 1.9

How did Cc1ccc(C(=O)NCCn2cc(SCC(=O)N3CCOCC3)c3ccccc32)cc1 do in these assays?
KCNQ2 block: inactive; CHT block: inactive; Kir21 block: -0.77

What do the screens show for `Cc1ccc2cc3cc(C(=O)NCc4ccco4)oc3nc2c1`?
KCNQ2 block: inactive; CHT block: inactive; Kir21 block: -0.06

How did C=CCN1C(=NC(=O)COc2ccccc2)SC2CS(=O)(=O)CC21 (stereo unspecified) do in these assays?
KCNQ2 block: inactive; CHT block: inactive; Kir21 block: -0.73
